MCF10A rerep – A quantitative high throughput screen for small molecules that induce DNA re-replication in MCF 10a normal breast cells; MCF 10A DNA re-replication, Hoechst nuclear intensity, 48 h; Potency, µM (titrated, usually from 46.1 µM), inactives show at the top dose activity, positive = re-replication, hits mostly activators; 350,000 tested, 2.9% active; AID 624296, 2012; note: potency is the fitted concentration of half-maximal effect; % of control where 0% means no effect; nearly all actives have a fitted effect of over 50% in size
HEK293 tox – qHTS of GLP-1 Receptor Inverse Agonists: Cytotox Screen; HEK293 cAMP-luciferase reporter cells, luminescence, 24 h; Potency, µM (series often up to 38.3 µM), for the others: at the highest dose activity change, negative = inhibition, usual class: inhibitors; 410,000 tested, 0.13% active; AID 624418, 2012;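 note: loss of luciferase light is scored as toxicity; potency is the fitted concentration of half-maximal effect; % is set by controls: 0 for no effect and ±100 for the full control effect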
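To flag toxic compounds, the library was rerun on cells for 24 hr at 37 deg C and 5% CO2. Viability-linked luminescence was captured 12 min after adding luciferase detection reagent.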
HT1080 IDH1KD tx – qHTS for induction of synthetic lethality in tumor cells producing 2HG: qHTS for the HT-1080-IDH1KD cell line; 360,000 tested, 2% active; HT-1080 IDH1 knockdown viability, ATP luminescence, 48 h; AID 686971, 2013; Potency, µM (titrated, usually from 46.1 µM), for inactives: at the top dose activity, negative = toxicity, most hits filed as cytotoxic;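 note: potency is the fitted concentration of half-maximal effect; 0% = DMSO wells and -100% = cell-free medium wells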
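Assay cells: HT-1080 with IDH1 knockdown, 750 per well, RPMI/5% FBS. Exposure: 48 h at 37 °C following 2 h pre-incubation. Read: CellTiter-Glo luminescence; fitted concentration-response, curve class assigned.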
D3 ag – qHTS of D3 Dopamine Receptor Agonist: qHTS. D3R DiscoveRx beta-arrestin cells, luminescence, 90 min. max activation, %. 410,000 tested, 0.58% active; in the data active = max activation above about 30%; note: 0% is about no effect; mostly tested at two doses, the higher about 12 µM
Target sequence (P35462 whole entry, looked up): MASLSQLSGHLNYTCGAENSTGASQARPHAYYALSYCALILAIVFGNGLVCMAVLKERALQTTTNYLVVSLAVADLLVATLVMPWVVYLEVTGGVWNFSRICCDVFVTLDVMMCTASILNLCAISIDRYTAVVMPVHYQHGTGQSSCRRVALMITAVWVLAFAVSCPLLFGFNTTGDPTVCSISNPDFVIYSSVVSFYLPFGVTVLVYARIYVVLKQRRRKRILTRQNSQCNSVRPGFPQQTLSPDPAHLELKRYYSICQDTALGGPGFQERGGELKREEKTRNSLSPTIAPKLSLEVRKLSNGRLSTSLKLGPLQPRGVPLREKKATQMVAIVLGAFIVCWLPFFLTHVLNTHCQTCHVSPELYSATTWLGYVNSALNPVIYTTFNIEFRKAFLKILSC
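Agonist mode: compounds and dopamine controls were applied to plated cells for 90 min at 37 degrees C after an overnight attachment at 1500 cells/well. Luminescent read-out followed 30 - 60 minutes at room temperature with DiscoveRx detection reagent.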
HT1080NT lethal – qHTS for induction of synthetic lethality in tumor cells producing 2HG: qHTS for the HT-1080-NT fibrosarcoma cell line | HT-1080-NT fibrosarcoma viability, CellTiter-Glo ATP luminescence, 48 h | Potency, µM (doses to about 46.1 µM), without a hit: at the top dose activity, negative = less viability, usual class: cytotoxic | 360,000 tested, 1.6% active;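 note: NT is the 2HG producing partner of a matched IDH1 knockdown line; potency is the fitted concentration of half-maximal effect; 0% = DMSO-treated cells and -100% = media-only wells without cells; nearly all actives have a fitted effect of over 55% in size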
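HT-1080-NT fibrosarcoma cells (2HG-overproducing), 750 cells/well in RPMI with 5% FBS, dosed after 2 h and incubated 48 h at 37C. CellTiter-Glo luminescence normalized to DMSO and no-cell wells; concentration-response curves fitted and classed.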
KB-V1 cytotox – qHTS assay for MDR1-selective chemotherapeutics: Primary screen using the drug-selected MDR subline cells KB-V1; KB-V1 MDR cells viability, CellTiter-Glo, 72 h; Potency, µM (series often up to 46.1 µM), without a hit: at the highest dose activity change, negative = cytotoxicity, hits mostly cytotoxic; 400,000 tested, 3.4% active; AID 1347076, 2019; note: potency is the fitted concentration of half-maximal effect; % is set by controls: 0 for no effect and ±100 for the full control effect; nearly all actives have a fitted effect of over 60% in size
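Drug-selected KB-V1 cells, grown in DMEM lacking phenol red with 10% FBS, receive compound titrations; after three days at 37 degrees C, surviving cell ATP is quantified by CellTiter-Glo luminescence and responses normalized and curve-fitted.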
IL-1B inflam inh – qHTS for Inhibitors of Inflammasome Signaling: IL-1-beta AlphaLISA Primary Screen | THP-1 LPS/ATP IL-1B secretion, AlphaLISA, 16 h; hits give low values | activity change, % at 57.5 µM | 360,000 tested, 4.7% active | AID 743279, 2014; in the data active = activity change below about -50%; inconclusive = mostly about -30% to -49%; note: % is set by controls: 0 for no effect and ±100 for the full control effect
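THP-1 cells pretreated 1 hr with compounds (up to 57.5 uM final), then stimulated with LPS (250 ng/mL final) plus ATP (1.25 mM final); secreted IL-1B measured by AlphaLISA after 16 hr, decreased signal indicating inhibition.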
SW480 rereplic – A quantitative high throughput screen for small molecules that induce DNA re-replication in SW480 colon adenocarcinoma cells; SW480 DNA re-replication, Hoechst DNA content imaging, 48 h; Potency, µM (titrated, usually from 46.1 µM), without a hit: top-dose re-replication activation, hits mostly activators; 340,000 tested, 1.8% active; note: potency is the fitted concentration of half-maximal effect; % of control where 0% means no effect; nearly all actives have a fitted effect of over 55% in size
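Per well, 250 cells were exposed to pinned compound for 48 hr. Nuclear DNA was visualised with Hoechst (40 min, 37 C) and total object intensity recorded by fluorescence scanning.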
KB-3-1 tox – qHTS assay for MDR1-selective chemotherapeutics: Primary screen using the parental adenocarcinoma cell KB-3-1 | Potency, µM (highest dose often 46.1 µM), inactives show at the highest dose activity change, negative = cytotoxic, usual class: cytotoxic | 400,000 tested, 1.4% active | KB-3-1 viability, CellTiter-Glo ATP luminescence, 72 h; note: potency is the fitted concentration of half-maximal effect; % is set by controls: 0 for no effect and ±100 for the full control effect; nearly all actives have a fitted effect of over 60% in size
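Here the drug-naive KB-3-1 line serves as comparator for MDR sub-line selectivity; cells received compound titrations, 72 h at 37 °C, then CellTiter-Glo readout.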
The depositor's hits bear a star; ? = inconclusive; · = no result given; [ ] = another dose, or the depositor's remark. Unless noted, calls come from the whole dose curve; as a rule, active = well fitted curve in the direction sought with a large enough effect; inconclusive = small, poorly fitted or top-dose-only effect, or another doubt; inactive = no such curve, though single readings can be large; an effect the other way counts as inactive or inconclusive.

| molecule | KB-3-1 tox | HEK293 tox | HT1080 IDH1KD tx | KB-V1 cytotox | IL-1B inflam inh | HT1080NT lethal | SW480 rereplic | MCF10A rerep | D3 ag |
| --- | --- | --- | --- | --- | --- | --- | --- | --- | --- |
| O=C(CSc1nc2ccccc2c(=O)[nH]1)N1CCCCCC1 | 15% | 63%[activator] | -14% | 0% | 27 | -4% | ? | ? | 0 |
| CCCCOc1ccc(C(C)NC(=O)CCS(=O)(=O)Cc2ccc(C)cc2)cc1 (stereo not given) | -9% | -13% | 2% | -17% | 2 | 2% | -1% | 23% | 4 |
| CCCCCCCCN1C(=O)[C@H](CC(=O)N2CCCCC2)C[C@@]2(C(=O)OC)CC(C)(C)CC=C12 | -25% | -11% | ? | ? | 8 | ? | · | · | -1 |
| CCCCC[C@@H](C)N1C[C@H](COCc2ccccc2)Oc2cc(N3CCC[C@H]3COC)ccc2S1(=O)=O | -12% | -5% | -4% | ? | 2 | 0% | · | · | 1 |
| Cc1nn(Cc2ccccc2Cl)c2sc(C(=O)Nc3nccs3)cc12 | -1% | -2% | -22% | 3% | 17 | -29% | 3% | 14% | 32* |
| CC(=O)Nc1c2c(nn1-c1cccc(Cl)c1)CS(=O)C2 (stereo not given) | 2% | -8% | 2% | 2% | 15 | 6% | -1% | -1% | 5 |
| CSc1ncccc1C(=O)OCC(=O)Nc1ccc(C)c(S(=O)(=O)N2CCOCC2)c1 | -4% | 5% | 0% | -6% | 12 | -10% | -3% | 0% | -5 |
| COC(=O)c1cccc(NC(=O)C2COc3ccccc3O2)c1 (stereo not given) | -10% | -2% | 13% | -24% | -1 | 21% | 1%[9.22 µM] | -2% | 1 |
| CC(=O)c1c(C)[nH]c(C(=O)CSc2nnc(C3CCCCC3)n2N)c1C | 0% | 8% | -1% | 4% | 15 | 2% | -11% | 13% | 4 |
| COC(=O)c1oc2c(c1C)C1(CCC2)SCCS1 | -4% | 9% | -7% | -12% | 19 | 1% | 0% | 14% | -1 |
| Cc1cccc(NC(=O)c2c(NC(=O)c3ccccc3)sc3c2CCC3)c1 | -23% | -5% | · | 5% | · | · | · | · | 4 |
| Cc1ccc(C)c(C(O)c2ncc(-c3ccccc3F)[nH]2)c1 (stereo not given) | 0% | 4% | 12% | -10% | 20 | 22% | · | · | 6 |
| COc1ccc(S(=O)(=O)N2CC(=O)Nc3ccccc32)cc1F | -4% | -14% | -12% | ? | 28 | -3% | 1% | -1% | 13 |
| COC(=O)c1ccc(C2C(C#N)=C(N)Oc3cc(N)ccc32)cc1 (stereo not given) | 3% | 66%[activator] | -10% | 10% | -14 | -18% | -3% | -3% | -16 |
| NNS(=O)(=O)c1ccc2c(c1)Cc1cc(S(=O)(=O)NN)ccc1-2 | 0% | 2% | -3% | -16% | -6 | -5% | -2% | -3% | -7 |
| CC1CCN(S(=O)(=O)c2cn(CC(=O)Nc3ccc(F)cc3)c(=O)c3ccccc23)CC1 | -21% | -4% | · | -20% | · | · | · | · | 9 |
| CN(C(=O)Cn1nnc(-c2ccc(S(C)(=O)=O)cc2)n1)c1ccccc1 | -4% | -14% | · | -35% | · | · | · | · | -1 |
| COc1ccccc1C(=O)NCC(=O)OC(C)C(=O)NC1CCCCC1C (stereo not given) | -1% | 8% | -1% | 0% | 8 | 1% | -15% | -3% | 3 |
| COc1cc(NC(=O)CCn2c(-c3ccccc3)cc(C(C)=O)c2C)cc(OC)c1 | -10% | -4% | · | -6% | · | · | · | · | 0 |
| Cc1cccnc1CN1CCN(Cc2nc(Cc3cccc(F)c3)no2)CC1 | 8% | -2% | 7% | ? | 21 | 21% | -10% | -2% | 3 |
| CCOC(=O)[C@]12CCCC=C1N(Cc1ccc(Cl)cc1Cl)C(=O)[C@H](CC(=O)N1CCN(C(=O)c3ccco3)CC1)C2 | -13% | 0% | ? | ? | -14 | -24% | · | · | 6 |
| O=C1C=C(c2ccccc2)OC(=O)C1C(=O)c1ccccc1 (stereo not given) | -2% | 18% | -5% | -23% | 5 | -27% | -1% | -5% | -6 |
| COc1ccc(CN(C)CC(=O)c2c(N)n(Cc3ccccc3)c(=O)n(C)c2=O)c(OC)c1 | -12% | -1% | -5% | -11% | -15 | -30% | -8% | 3% | -7 |
| CC(C)C[C@H]1CN(CCCC[C@H]2CNC(=O)C(=O)N2CCC2CCCCC2)C(=O)C(=O)N1CCC1CCCCC1 | ? | 0% | 23µM* | 24% | 8 | 1% | · | · | 2 |
| Cc1nc(Cl)sc1C(=O)NC(C)c1ccc(Cl)cc1 (stereo not given) | -12% | -6%[1.53 µM] | -2% | -26% | · | -2% | -3% | 15% | 7 |
| CC1CCC(NC(=O)c2ccc(NS(=O)(=O)c3ccc4[nH]c(=O)[nH]c4c3)cc2)CC1 (stereo not given) | 6% | 4% | -20% | 26% | -10 | -30% | 14% | ? | -5 |
| O=C(Nc1cc2ccccc2oc1=O)c1ccccc1 | ? | 1% | 0% | ? | 34 | -9% | 0% | 3% | -5 |
| N/C(=N\OC(=O)CCCc1ccccc1)c1cccnc1 | 3% | -4% | 15% | ? | 14 | 16% | 0% | ? | 4 |
| Cc1cc(OCc2cc(C(=O)N3CCCCCC3)no2)cc(C)c1Cl | -14% | 4% | -12% | -5% | 0 | -6% | -11% | 20% | -29 |
| O=C(CCSc1ccccc1)NCCN1CCOCC1 | -8% | 4% | -1% | 17% | 23 | 3% | -2% | -4% | 28 |
| Cc1nn(-c2ccccc2)c2c1C1(C(=O)N(C(C)C)c3ccccc31)C(C#N)=C(N)O2 (stereo not given) | 0% | ? | -1% | ? | 1 | -18% | -4% | 0% | -10 |
| CCOC(=O)C1CCCN(C(=O)c2cc(-c3ccccc3)on2)C1 (stereo not given) | -6% | 6% | 0% | -1% | 26 | 4% | 3% | -4% | 6 |
| OC(CNCc1ccco1)COc1ccccc1 (stereo not given) | 2% | 0% | -23% | 0.0018µM* | 7 | -6% | 17% | 8% | -22 |
| CCOC(=O)c1cccc(NC(=O)CCNS(=O)(=O)c2cc(Br)cnc2N)c1 | -1% | -1% | -6% | 4% | -2 | 6% | -3% | 1% | -1 |
| O=C(CSc1nnnn1Cc1ccccc1)NC1CCCCC1 | 4% | -4% | 0% | -34% | 43 | 2% | -2% | 2% | -3 |
| COc1cc(NC(=O)N2CCc3nc(NCc4cccc(Oc5ccccc5)c4)ncc3C2)cc(OC)c1OC | ? | -14% | ? | ? | 53 | ? | · | · | 6 |
| Cc1ccc(S(=O)(=O)Nc2c(C)[nH]c(=O)[nH]c2=O)cc1C | 17% | -1% | 13% | 22% | 6 | 10% | 0% | 4% | 1 |
| CCN(c1ccccc1)S(=O)(=O)c1ccc(OC)c(NC(=O)c2ccccc2OC)c1 | -7% | -10% | -6% | -28% | 11 | -10% | 19% | 11% | -15 |
| COc1ccc2cc(OCC(=O)NNC(=O)Nc3ccc(C(C)=O)cc3)ccc2c1 | 4% | -8% | ? | 24% | -8 | -6% | 14% | -1% | 3 |
| COc1ccc(CC(Cc2ccc(OC)c(OC)c2)NC=O)cc1OC | 2% | 2% | 7% | 2% | -27 | -1% | · | · | 1 |
| CCCC/C(O)=N\S(=O)(=O)c1ccc(N=NN(C)C)cc1 | 6% | -3% | 7% | 20% | 13 | 6% | -7% | 12% | 0 |
| CCCCCCCCCOC(=O)C(CC(=O)O)N1CCOCC1 (stereo not given) | 21% | -12% | -1% | 0% | -20 | 3% | 3% | 4% | 8 |
| N/C(=N\OC(=O)c1csnn1)c1ccc(C(F)(F)F)cc1 | -8% | 13% | 15% | -13% | · | 1% | -5% | -12% | 7 |
| COc1ccccc1Oc1ccc(N2CC(C(=O)OCC(=O)c3ccc(F)cc3)CC2=O)cc1 (stereo not given) | -4% | -1% | 5% | 6% | 0 | -3% | 0% | 2% | 2 |
| CC1CCCCC12NC(=O)N(Cn1nnc3ccccc3c1=O)C2=O (stereo not given) | 5% | -3% | 2%[9.24 µM] | -24% | -7 | 5% | -7% | 3% | 6 |
| CNCCOc1nc(N2CCOCC2)nc(C)c1[N+](=O)[O-] | 0% | 7% | -10% | -9% | -8 | 2% | -7% | -4% | 3 |

Among those listed so far, these contain fluorine:
| molecule | KB-3-1 tox | HEK293 tox | HT1080 IDH1KD tx | KB-V1 cytotox | IL-1B inflam inh | HT1080NT lethal | SW480 rereplic | MCF10A rerep | D3 ag |
| --- | --- | --- | --- | --- | --- | --- | --- | --- | --- |
| Cc1ccc(C)c(C(O)c2ncc(-c3ccccc3F)[nH]2)c1 (stereo not given) | 0% | 4% | 12% | -10% | 20 | 22% | · | · | 6 |
| COc1ccc(S(=O)(=O)N2CC(=O)Nc3ccccc32)cc1F | -4% | -14% | -12% | ? | 28 | -3% | 1% | -1% | 13 |
| CC1CCN(S(=O)(=O)c2cn(CC(=O)Nc3ccc(F)cc3)c(=O)c3ccccc23)CC1 | -21% | -4% | · | -20% | · | · | · | · | 9 |
| Cc1cccnc1CN1CCN(Cc2nc(Cc3cccc(F)c3)no2)CC1 | 8% | -2% | 7% | ? | 21 | 21% | -10% | -2% | 3 |
| N/C(=N\OC(=O)c1csnn1)c1ccc(C(F)(F)F)cc1 | -8% | 13% | 15% | -13% | · | 1% | -5% | -12% | 7 |
| COc1ccccc1Oc1ccc(N2CC(C(=O)OCC(=O)c3ccc(F)cc3)CC2=O)cc1 (stereo not given) | -4% | -1% | 5% | 6% | 0 | -3% | 0% | 2% | 2 |
